Screening data deposited in PubChem by The Scripps Research Institute Molecular Screening Center.
GPR151 ag – activates the human receptor GPR151; 1% of 650,000 active; activation, % at 11.2 µM; Q8TDV0; PathHunter beta-arrestin GPR151 cells, luminescence; in the data active = activation above about 4.9%;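 also: 0% = median of compound wells and 100% = cells with positive control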
MITF inh – inhibitors of human MITF | O75030 | AlphaScreen MITF homodimerization, bead proximity signal | inhibition, % at 2.6 µM | 0.91% of 650,000 active; in the data active = inhibition above about 50%;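 also: 0% = vehicle wells with protein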
TEAD-YAP inh – TEAD-YAP interaction inhibition. HEK-TIYL cells, TEAD-Gal4/YAP UAS-luciferase luminescence. inhibition, % at 9.12 µM. 1.4% of 640,000 active. AID 1259422; in the data active = inhibition above about 32%;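 also: 0% = median of test compound wells and 100% = reference inhibitor wells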
FBW7 activator – human FBW7 E3 ligase activation, primary screen. Q969H0. AlphaScreen FBW7–phospho-cyclin E peptide binding, activator screen. normalized activity (activation), % at 26.1 µM. 0.13% of 650,000 active; in the data active = normalized activity above about 1.9%;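 also: purified mutant Fbw7 with reduced substrate affinity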
Target sequence (Q969H0 whole entry, looked up): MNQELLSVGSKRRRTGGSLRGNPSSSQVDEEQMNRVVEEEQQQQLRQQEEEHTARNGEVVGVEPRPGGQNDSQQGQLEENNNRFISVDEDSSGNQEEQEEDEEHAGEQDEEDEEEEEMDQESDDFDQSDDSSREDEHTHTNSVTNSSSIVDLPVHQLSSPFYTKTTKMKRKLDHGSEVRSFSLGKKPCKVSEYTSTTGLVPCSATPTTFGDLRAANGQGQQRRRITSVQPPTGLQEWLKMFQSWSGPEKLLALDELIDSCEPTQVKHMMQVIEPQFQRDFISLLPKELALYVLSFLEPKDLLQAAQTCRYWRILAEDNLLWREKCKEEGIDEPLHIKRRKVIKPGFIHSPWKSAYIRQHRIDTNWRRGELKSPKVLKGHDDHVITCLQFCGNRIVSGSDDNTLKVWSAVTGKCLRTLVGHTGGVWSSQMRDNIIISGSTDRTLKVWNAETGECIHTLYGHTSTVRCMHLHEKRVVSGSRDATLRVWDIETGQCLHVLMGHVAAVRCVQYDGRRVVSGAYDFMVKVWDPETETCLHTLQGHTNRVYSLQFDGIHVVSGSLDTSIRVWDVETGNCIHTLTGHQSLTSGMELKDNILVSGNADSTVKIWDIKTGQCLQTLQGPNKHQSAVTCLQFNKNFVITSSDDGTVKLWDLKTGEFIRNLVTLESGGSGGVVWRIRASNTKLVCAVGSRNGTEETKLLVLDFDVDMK
Starred values were filed as active, the others as inactive. The order is random (roughly 3.5% active in at least one column).

SMILES | GPR151 ag | MITF inh | TEAD-YAP inh | FBW7 activator
COc1ccc(OCC2c3cc(OC)c(OC)cc3CCN2C(=O)c2cccc(Cl)c2)cc1 (stereo not given) | -1.1 | 13 | -7 | 0.2
O=C(NCc1cccs1)c1cnn2cccnc12 | 0.2 | -1 | 1 | -0.1
COC(=O)c1ccc(C(=O)OC)c(NC(=O)NC2(C(F)(F)F)Oc3ccccc3O2)c1 | -2.7 | -1 | -17 | -0.1
Cc1c(Cl)cccc1NC(=S)NC(=O)c1cccs1 | 0.7 | 13 | 3 | 0.1
Cc1ccnc(NC(=O)C2CCCN(c3ccc(-n4ccnc4)nn3)C2)c1 (stereo not given) | -1.6 | 5 | -13 | 0.5
Cc1csc(NC(=O)C(Cc2ccccc2)NS(=O)(=O)c2cccs2)n1 (stereo not given) | -0.2 | -8 | 8 | 0.0
CC1=C(C(N)=O)C(c2ccc(Cl)cc2Cl)NC(=S)N1 (stereo not given) | -2.1 | 6 | 3 | 0.0
CCOC(=O)N1CCN(C(=O)CN(c2cc(Cl)ccc2OC)S(=O)(=O)c2ccc(OC)c(OC)c2)CC1 | -0.7 | -2 | 8 | -0.2
Cc1c(Cl)cccc1NC(=O)c1ccc([N+](=O)[O-])cc1Cl | -0.7 | 10 | -30 | 0.1
CCOC(=O)CSc1nc(C)c2cc(C)c(C)cc2n1 | 0.4 | 7 | 3 | 0.1
Cc1ccccc1CSCCNC(=O)CN(c1cccc(Cl)c1C)S(C)(=O)=O | -1.2 | -3 | 12 | 0.1
Nc1sc2c(c1C(=O)c1ccccc1)CCCC2 | -0.4 | 17 | 5 | -0.2
OCC1(CO)COC2(CCCC2)N1 | -0.7 | 13 | 6 | 0.0
c1ccc(COc2ccc(OCCCN3CCNCC3)cc2)cc1 | 1.0 | 62* | 58* | -0.3
Nc1n[nH]c(CCCc2nc(N)n[nH]2)n1 | -1.7 | 41 | 0 | -0.1
COC(=O)c1cnn2c(C(F)(F)F)cc(-c3cc(OC)c(OC)c(OC)c3)nc12 | -0.5 | -5 | -9 | -0.1
COc1ccc(Cn2c(=O)c3cccnc3n(CC(=O)Nc3ccc(C)c(C)c3)c2=O)cc1 | -1.9 | -3 | 16 | -0.2
CCOc1ccc(NC(=O)CSc2nc3[nH]ncc3c(=O)n2-c2ccc(OC)cc2)cc1 | -2.2 | 6 | 28 | -0.1
Cc1nc2c(-c3ccccc3)c(C)nn2c(N(C)CCO)c1C | 2.1 | 0 | -9 | 0.1
CCCc1nc2c(=O)n(C)c(=O)[nH]c2n1CCC | -0.8 | -6 | 5 | -0.1
O=C(COC(=O)c1cncc(Br)c1)Nc1ccc(F)c([N+](=O)[O-])c1 | 0.3 | -5 | -4 | 0.0
COc1cc(Nc2nc(NCCN3CCOCC3)c3ncn(Cc4ccc(C(F)(F)F)cc4)c3n2)cc(OC)c1OC | 1.9 | -4 | -10 | -0.1
COc1ccc(C2C=C(c3ccc(F)cc3)Nc3ncnn32)c(OC)c1OC (stereo not given) | 2.6 | 14 | 0 | -0.2
COc1cccc(N2C(=O)C3C4C=CC(C5CC45)C3C2=O)c1 (stereo not given) | -1.5 | 17 | -4 | 0.4
O=C(NCCNc1ccc([N+](=O)[O-])cc1)c1cccc(Br)c1 | -0.4 | 11 | 3 | -0.1
Cc1ccc(NC(=O)C2(C)CC3c4ccccc4C2c2ccccc23)cc1C (stereo not given) | -0.7 | 5 | -4 | -0.1
CNCc1cc(Cl)c(OC)c(OC)c1 | -0.2 | -5 | 3 | 0.1
COc1cccc(N2CCN(S(=O)(=O)c3ccc4c(c3)oc(=O)n4C)CC2)c1 | 1.5 | 8 | 3 | 0.1
CCCc1cc(=O)[nH]c(Sc2c(-c3ccccc3)c3ccccc3[nH]c2=O)n1 | 0.3 | 6 | 4 | -0.2
Cc1ccc(C(=O)c2sc3nc(C)cc(C)c3c2N)c(C)c1 | 1.1 | -6 | 6 | 0.4

Five entries picked at random from the list so far:
SMILES | GPR151 ag | MITF inh | TEAD-YAP inh | FBW7 activator
COc1cccc(N2CCN(S(=O)(=O)c3ccc4c(c3)oc(=O)n4C)CC2)c1 | 1.5 | 8 | 3 | 0.1
CCCc1cc(=O)[nH]c(Sc2c(-c3ccccc3)c3ccccc3[nH]c2=O)n1 | 0.3 | 6 | 4 | -0.2
Cc1ccc(C(=O)c2sc3nc(C)cc(C)c3c2N)c(C)c1 | 1.1 | -6 | 6 | 0.4
COc1ccc(C2C=C(c3ccc(F)cc3)Nc3ncnn32)c(OC)c1OC (stereo not given) | 2.6 | 14 | 0 | -0.2
CCOc1ccc(NC(=O)CSc2nc3[nH]ncc3c(=O)n2-c2ccc(OC)cc2)cc1 | -2.2 | 6 | 28 | -0.1

Remaining list, next part
SMILES | GPR151 ag | MITF inh | TEAD-YAP inh | FBW7 activator
O=C(CSc1nc2ccc(NC(=O)c3ccc(Br)cc3)cc2s1)NC1CC1 | 1.7 | 2 | -11 | 0.0
CCOc1ccc(C(=O)C(N)c2ccccc2)cc1 (stereo not given) | 1.6 | 4 | 10 | 0.0
OC1(c2cccc(C(F)(F)F)c2)CCN(Cc2nnnn2CCc2ccccc2)CC1 | -0.6 | -16 | 1 | 1.4
O=S(=O)(NC1CCCCCCC1)c1ccc(-n2cccn2)cc1 | 0.3 | -4 | 15 | -0.1
O=C(c1cccc(Br)c1)N(c1ccccn1)c1ccccn1 | 1.1 | -23 | -6 | -0.1
COc1cc(/C=N/NC(=O)CNC(=O)/C=C/c2ccccc2OC)ccc1O | -0.3 | 2 | 14 | 0.1
Cc1cc(C)cc(N(CC(=O)O)S(=O)(=O)c2c(C)[nH]c(=O)[nH]c2=O)c1 | -0.3 | 2 | 6 | -0.1
CCCCOC(=O)c1ccc(NC(NC(=O)c2ccccc2)C(=O)c2cccs2)cc1 (stereo not given) | 1.2 | 15 | -15 | 0.1
O=C(Nc1nnc(C23CC4CC(CC(C4)C2)C3)s1)c1cccc(F)c1 | 0.8 | -9 | 22 | -0.1
N#CCc1c(C#N)c(N)nc(Nc2ccc(SC(F)F)cc2)c1C#N | 0.5 | 1 | -2 | 0.1
COc1ccc(C2=NN(c3nc(-c4ccc(C)c(C)c4)cs3)C(c3ccco3)C2)cc1 (stereo not given) | -0.5 | 1 | 5 | 0.1
CC(=O)Nc1ccc(S(=O)(=O)Nc2cccc(C(F)(F)F)c2)cc1 | 1.5 | -11 | -4 | 0.1
CCOC(=O)c1cccc(NC(=O)COc2ccccc2[N+](=O)[O-])c1 | 1.8 | 2 | 23 | -0.1
CC(C)OC(=O)CC(=O)COc1noc2nc3c(cc12)CCC3 | -0.5 | 7 | -2 | 0.0
CCOC(=O)Nc1ccc(Cl)c([N+](=O)[O-])c1 | 0.2 | 14 | 4 | 0.8

In another format: three of the compounds above
structure,GPR151 ag,MITF inh,TEAD-YAP inh,FBW7 activator
CCCCOC(=O)c1ccc(NC(NC(=O)c2ccccc2)C(=O)c2cccs2)cc1 (stereo not given),1.2,15,-15,0.1
O=C(Nc1nnc(C23CC4CC(CC(C4)C2)C3)s1)c1cccc(F)c1,0.8,-9,22,-0.1
N#CCc1c(C#N)c(N)nc(Nc2ccc(SC(F)F)cc2)c1C#N,0.5,1,-2,0.1

Going on with the list:
SMILES | GPR151 ag | MITF inh | TEAD-YAP inh | FBW7 activator
O=C(Nc1ccc(S(=O)(=O)N2CCCC2)cc1)c1ccc(Cl)cc1Cl | -0.5 | -6 | -5 | 0.1
CC(C)Oc1ccc(NC(=O)CSc2nc3ccccc3s2)cc1 | 1.1 | -7 | 0 | -0.1
Cc1ccccc1NC(=O)c1cccc(N2C(=O)c3ccc([N+](=O)[O-])cc3C2=O)c1 | 0.0 | 7 | 6 | -0.1
CC(=O)NC1(c2ccccc2)CCN(C(=O)c2cccs2)CC1 | 0.2 | 20 | 4 | 0.1
COC(=O)c1ccc(NC(=O)CC2C(=O)N(CCc3ccccc3)C(=S)N2Cc2ccco2)cc1 (stereo not given) | 0.1 | -9 | 5 | 0.1
CC(=O)Nc1cc(CNCC(C)c2ccccc2)cc(C(=O)N2CCN(C)CC2)c1 (stereo not given) | -0.5 | 8 | 5 | 0.2
CS(=O)(=O)N(CC(=O)N1CCCCC1)C1CCCCC1 | -0.3 | -8 | 2 | -0.1
COc1cc(Nc2ncnc3c2c(-c2ccccc2)cn3-c2cccc(Cl)c2)cc(OC)c1OC | -1.7 | -9 | -9 | -0.2
CCC(=O)Nc1nnc(SCC(=O)N2CCN(c3ccc(F)cc3)CC2)s1 | -0.5 | 21 | -5 | 0.0
CCOC(=O)C1=C(O)/C(=C/c2cc(OC)c(OC)cc2OC)SC1=Nc1ccc(OC)cc1 | -3.3 | 2 | -14 | 0.4
Cc1cc(C)n2nc(C(=O)OCC(=O)NC(=O)NC3CCCCC3)nc2n1 | 1.1 | -10 | 0 | -0.3
COc1cc(/C=C2\C(=O)NC(=O)N(c3ccccc3C)C2=O)ccc1O | 0.6 | 3 | -4 | -0.3
COc1ccccc1-c1coc2cc(OC(C)C(=O)OC3CCCCC3)ccc2c1=O (stereo not given) | -0.5 | 19 | -8 | 0.4
O=C(C1CCN(C2CC(=O)N(c3ccc(C(F)(F)F)cc3)C2=O)CC1)N1CCCCC1 (stereo not given) | 2.2 | -6 | 4 | -0.3
CC(=O)Oc1cc(C(=O)Nc2ccc(F)cc2)cc(C(=O)Nc2ccc(F)cc2)c1 | 0.5 | 15 | 18 | 0.0

Single records, as listed above. Order of screens: GPR151 ag, MITF inh, TEAD-YAP inh, FBW7 activator
Entry for CCOC(=O)C1=C(O)/C(=C/c2cc(OC)c(OC)cc2OC)SC1=Nc1ccc(OC)cc1 = -3.3, 2, -14, 0.4
Entry for CCC(=O)Nc1nnc(SCC(=O)N2CCN(c3ccc(F)cc3)CC2)s1 = -0.5, 21, -5, 0.0
Entry for O=C(Nc1ccc(S(=O)(=O)N2CCCC2)cc1)c1ccc(Cl)cc1Cl = -0.5, -6, -5, 0.1

Further records follow:
SMILES | GPR151 ag | MITF inh | TEAD-YAP inh | FBW7 activator
COc1ccc(-n2nc(C(=O)N3CCOCC3)c3ccccc3c2=O)c(OC)c1 | -1.0 | 13 | -6 | 0.0
Cc1ccc2c(c1)N(C(=O)CN1C(=O)CCC1=O)C(C)(C)c1ssc(=S)c1-2 | 1.5 | 0 | 4 | -0.1
CCOc1cccc2c1OC(c1cc(OC)c(OC)c(OC)c1)N1N=C(c3cccs3)CC21 (stereo not given) | -1.0 | 0 | -68 | -0.1
CCOC(=O)c1nc(Nc2ccc(Oc3ccc4c(c3)C(=O)N(Cc3ccco3)C4=O)cc2)c2ccccc2n1 | -0.7 | 8 | 8 | 0.2
COc1cc(NC(=O)CNC(=O)Cn2ccc3ccccc3c2=O)cc(OC)c1OC | 0.1 | -1 | 2 | -0.1
COc1ccc(-n2nc(C(=O)NCC(=O)NCCN(C)CCc3ccccn3)c3ccccc3c2=O)cc1Cl | 0.5 | -5 | 33* | 0.0
CCc1ccc(C2=NC(c3ccc(F)cc3)NC(c3cc(Cl)ccc3O)C2)cc1 (stereo not given) | 3.2 | 6 | 8 | -0.1
CC(C)[C@@H]1NC(=O)[C@H]2CN(C(=O)NCc3ccccc3)CCN2C1=O | -0.9 | 81* | 11 | 0.2
O=C(CN1C(=O)N/C(=C\c2ccc(N3CCCCC3)cc2)C1=O)Nc1ccccc1F | 3.1 | -5 | -19 | -0.1
COc1cc(NS(C)(=O)=O)ccc1Cc1c2ccccc2nc2ccccc12 | 4.3 | -11 | -42 | 0.0
CCCn1nnc(NC(=S)NC(=O)c2c(OC)cccc2OC)n1 | 2.4 | -6 | 5 | -0.3
COc1ccc(C2C3=C(CC(C)(C)CC3=O)OC(N)=C2[N+](=O)[O-])cc1OC (stereo not given) | 1.3 | 14 | -6 | 0.1
